Assay outcomes as filed in PubChem BioAssay.
PL biosyn Enam: blocks phospholipid synthesis in CHO cells, Enamine compounds | ZR-82 CHO cells, pyrene fatty acid UV survival, CellTiter Blue; peroxisome-deficient CHO-K1 mutant line; plus DGAT-1, DGAT-2 and ACAT inhibitors | calls only at 10 µM | 0.4% of 20,000 active;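 active = cell survival signal 2 SD away from solvent-only control wells, confirmed on one or two retests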;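 note: 3 h compound exposure then viability read about one day after UV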
Calls only; i = inactive. This is a subset. The share of hits here may be higher or lower than overall.

| SMILES | PL biosyn Enam |
| --- | --- |
| Clc1ccc(SCc2cn3cccnc3n2)cc1 | i |
| O=c1c2ccccc2nnn1Cc1cc(=O)n2ccsc2n1 | i |
| S=c1[nH]nc(Cc2cccs2)n1C1CCCCC1 | i |
| O=c1oc2cc(O)c(Cl)cc2c2c1CCCC2 | i |
| O=C(Nc1ccc2c(c1)OCCOCCOCCOCCO2)Nc1ccc2c(c1)OCCOCCOCCOCCO2 | i |
| O=C(C1=C(O)C(=O)N(CCCN2CCOCC2)C1c1cccs1)c1ccco1 (stereo not given) | i |
| FC(F)(F)C(F)(F)C(F)(F)Sc1ccc(NC(=S)NCc2ccco2)cc1 | i |
| CC(C)NC(=S)N/N=C/c1sc(N2CCCCC2)nc1-c1cccs1 | i |
| O=C(CNCCO)NC12CC3CC(CC(C3)C1)C2 | i |
| O=C1COc2ccc(C3=Nn4c(nnc4C4COc5ccccc5O4)SC3)cc2N1 (stereo not given) | i |
| O=c1cc(CSc2nnnn2C2CC2)nc2sccn12 | i |
| CCOC(=O)C1=C(C)NC(C)=C(C(=O)OCC)C1C(=O)OCC(N)=O | i |
| O=C(CN1C(=O)NC2(CCCC2)C1=O)OC1CCOC1=O (stereo not given) | i |
| Cn1nnnc1SCc1cn2cc(Br)ccc2n1 | i |
| NC(=S)COc1ccc(F)cc1 | i |
| Cc1cc(=O)[nH]c(N/N=C/c2c[nH]c3ccccc23)n1 | i |
| O=C1NC2(CCCCC2)C(=O)N1Cc1ccno1 | i |
| COc1ccc(OC)c(NS(=O)(=O)c2ccc3c(c2)OCCO3)c1 | i |
| O=C(CSc1nnnn1C1CC1)c1ccc(CC(=O)N2CCOCC2)s1 | i |
| CSc1ncc(Cl)c(C(=O)Nc2sc3c(c2C(=O)NCc2ccco2)CCC3)n1 | i |
| Brc1cc2c(cc1CN1CCN(c3ccccn3)CC1)OCCO2 | i |
| CC1(C(=O)OCC(=O)NC2CCS(=O)(=O)C2)CC1(Cl)Cl (stereo not given) | i |
| COc1ccc(OC)c(C2SCCN2S(=O)(=O)c2ccc(I)cc2)c1 (stereo not given) | i |
| CCN(CC)c1ccc2c(c1)OC(=O)N(c1ccc(Cl)c(Cl)c1)P2(=Nc1ccc(Br)cc1)N1CCOCC1 (stereo not given) | i |
| O=c1c2ccccc2cnn1-c1ccc(F)cc1F | i |
| Cn1c(C(F)(F)F)nn(CN2CCN(Cc3ccccc3)CC2)c1=S | i |
| CCCCn1c(=O)[nH]c(=O)c2c1nc(COC(=O)CCC)n2CC | i |
| C=CCN(C(=O)C1CC(=O)N(C2CCCC2)C1)c1nc2c(s1)CCCC2 (stereo not given) | i |
| CC(C)S(=O)(=O)c1ccc(Cl)cc1 | i |
| Cc1cc(C(=O)CN2C(=O)C(=O)N(CC(C)C)C2=O)c(C)n1C1CC1 | i |
| CCOC(=O)C1CCN(C(=O)COC(=O)CC2CC3CCC2C3)CC1 (stereo not given) | i |
| S=C(NN=C1C2CC3CC(C2)CC1C3)Nc1ccc(Cl)c(Cl)c1 | i |
| CC(C)(C)N1COc2ccc3c4c(oc3c2C1)C(=O)c1ccccc1C4=O | i |
| FC(F)(F)c1cc(-c2ccco2)nc2c1cnn2Cc1ccncc1 | i |
| Nc1nc(-c2cc(Cl)cc(Cl)c2OC(F)F)cs1 | i |
| COc1ncnc2sc3c(c12)CCCC3 | i |
| C=CCn1c(SCC(=O)NC23CC4CC(CC(C4)C2)C3)nc2sc3c(c2c1=O)CCC3 | i |
| CCc1sc(-c2nnc(CSc3ncnc4sccc34)o2)cc1C | i |
| O=C1CC2(CCCC2)C(=O)N1CN1CCN(c2ccc(F)cc2)CC1 | i |
| S=c1[nH]nc(C2CC2)n1-c1ccccc1 | i |
| NS(=O)(=O)c1ccc2c(c1)CCCN2 | i |
| Cc1cc(C(=O)CCC(=O)OCc2nc3ccsc3c(=O)[nH]2)c(C)s1 | i |
| CC(C)(C)NC(N)=S | i |
| O=C1c2ccccc2C(=O)N1CCCn1c2ccccc2c2nc3ccccc3nc21 | i |
| O=C(O)C1C2C=CC(C2)C1C(=O)O (stereo not given) | i |
| CCC1CCc2sc(-c3nnc(SCc4cc(=O)n5ccsc5n4)n3C)cc2C1 (stereo not given) | i |
| COc1ccc(OC)c(N2C3=[N+](CCCS3)CC2(O)c2ccc(C)cc2)c1 (stereo not given) | i |
| Cc1nn(Cc2nc3ccccc3o2)c(C)c1[N+](=O)[O-] | i |
| CC(=O)N1CCN(C(=S)NC(=O)C23CC4CC(CC(C4)C2)C3)CC1 | i |
| O=C1C(=O)N(CN2CCN(S(=O)(=O)c3ccc4c(c3)OCCCO4)CC2)c2ccc(F)cc21 | i |

More results follow.
| SMILES | PL biosyn Enam |
| --- | --- |
| Cc1sc2nc(N)sc(=O)c2c1C | i |
| Cc1cc2nnc(Sc3ncccn3)n2c2ccccc12 | i |
| O=S(=O)(c1cccs1)N1CCC2(CC1)OCCO2 | i |
| CCOC(=O)c1c(C)[nH]c(C)c1C(=O)COC(=O)C12CC3CC(CC(Br)(C3)C1)C2 | i |
| CC1=C(C)C(=O)C(NCC2CCCO2)=CC1=O (stereo not given) | i |
| CCOCCCN1C(=O)CNC1=S | i |
| CN=c1scc(-c2ccc(Cl)c(Cl)c2)n1/N=C/c1cc(C)ccc1C | i |
| Cc1ccc2nc(Cn3c(C)[n+](Cc4cc(=O)n5cc(C)ccc5n4)c4ccccc43)cc(=O)n2c1 | i |
| Cc1ccc(/C=C/C(=O)OC(C)C(N)=O)o1 (stereo not given) | i |
| O=C(COCC(=O)OC(CN1CCOCC1)CN1CCOCC1)OC(CN1CCOCC1)CN1CCOCC1 | i |
| OC1(c2ccc(OC(F)F)cc2)CN(c2ccccc2)C2=[N+]1CCCS2 (stereo not given) | i |
| O=C(c1ccccc1)C1C(c2ccccc2)NC(=S)NC1(O)C(F)(F)F (stereo not given) | i |
| Cn1c(Cc2cccs2)nnc1SCC(=O)c1ccc(Br)s1 | i |
| Cc1cc(C(O)C(F)(F)F)c(C)n1CC(C)C (stereo not given) | i |
| C=C(C)CN(CC)C(=O)Cn1nc(C)c(S(=O)(=O)NC(C)(C)C)c1C | i |
| NC(=O)NCCC(=O)O | i |
| Clc1ccc(SC(=C2Nc3ccccc3S2)c2nc3ccccc3s2)cc1 | i |
| N=C1C(c2nc3ccccc3[nH]2)=C(O)CN1CCCN1CC(O)=C(c2nc3ccccc3[nH]2)C1=N | i |
| FC(F)(F)c1nc2c(cnn2-c2cccc(Cl)c2)c2nnnn12 | i |
| Cc1cc(C(=O)Cn2ncc(Cl)c(Cl)c2=O)c(C)n1C | i |
| CSC(=N)N1CCOCC1 | i |
| O=S(=O)(CCN1CCc2ccccc2C1)OCC(F)(F)F | i |
| S=c1nc(Nc2ccccc2Cl)c2ccccc2[nH]1 | i |
| CCOC(=O)c1sc(N)c(C(=O)OCC)c1CSc1nnc(NC(C)C)s1 | i |
| CCCCN(C(=O)C(=O)N(CCCC)C1CCS(=O)(=O)C1)C1CCS(=O)(=O)C1 (stereo not given) | i |
| CCc1cc2c(=O)n(C)c(=S)[nH]c2s1 | i |
| Clc1ccc(-c2csc(N/N=C/c3ccccc3)n2)cc1 | i |
| CCCn1c(N)c(-c2nc(C(C)C)c(C(C)=O)s2)c(=O)n(CCC)c1=O | i |
| Cc1ccc(CSc2nc3nc(C)cc(C)c3c(=O)[nH]2)cc1 | i |
| CN(C)C(=O)CSCC(=O)O | i |
| C=CCN1C(=O)C(=O)N(CC(=O)c2cccs2)C1=O | i |
| O=C(CNC(=O)c1ccc(Br)o1)NC1CCCCCC1 | i |
| COc1cc(Nc2ccc(S(C)(=O)=O)cc2[N+](=O)[O-])cc(OC)c1 | i |
| Cc1ccc(C(=O)O)o1 | i |
| COc1ccc(C2=CCCC2)cc1 | i |
| CCc1nn2c(=O)cc(CSc3nnc(-c4cccs4)n3C3CC3)nc2s1 | i |
| Cc1noc(C)c1C(=O)OCC(=O)N1N=C2/C(=C/c3ccco3)CCCC2C1c1ccco1 (stereo not given) | i |
| CN1CCN(/N=C2/C(=O)Nc3ccc(Br)cc32)CC1 | i |
| Fc1cccc(-n2[nH]nnc2=S)c1 | i |
| O=[N+]([O-])c1cc2c(c(COc3ccc4cc(Br)ccc4c3)c1)OCOC2 | i |

Fetched one by one from the list above (four):
| SMILES | PL biosyn Enam |
| --- | --- |
| Cc1ccc(C(=O)O)o1 | i |
| COc1ccc(C2=CCCC2)cc1 | i |
| C=CCN1C(=O)C(=O)N(CC(=O)c2cccs2)C1=O | i |
| Cc1noc(C)c1C(=O)OCC(=O)N1N=C2/C(=C/c3ccco3)CCCC2C1c1ccco1 (stereo not given) | i |

More structures.
| SMILES | PL biosyn Enam |
| --- | --- |
| Nc1nc(N)nc(SCC(=O)NC(=O)NC2CCS(=O)(=O)C2)n1 (stereo not given) | i |
| CN(C)C=Nc1ccc(S(=O)(=O)N(C)c2nccs2)cc1 | i |
| Cn1ccnc1Sc1ccc(S(C)(=O)=O)cc1[N+](=O)[O-] | i |
| c1cc2c(cc1CNc1ccc(N3CCCC3)cc1)OCO2 | i |
| O=P1(Nc2cc(C(F)(F)F)ccc2Cl)C=C(c2ccccc2)OC(c2ccccc2)=C1 | i |
| O=S(=O)(c1cc(Cl)ccc1Cl)N1CCSc2ccccc21 | i |
| O=C1NC2(CCCC2)C(=O)N1Cn1nnc2ccccc2c1=O | i |
| CC(=O)c1sc2nc(CSc3nnnn3C3CC3)[nH]c(=O)c2c1C | i |
| c1ccc2[nH]c(CCCc3nc4ccccc4[nH]3)nc2c1 | i |
| C=CCNC(=S)C(=C([O-])c1ccc(Cl)s1)[n+]1ccccc1 | i |
| CCNC(=S)N/N=C/C1=CCC2CC1C2(C)C (stereo not given) | i |
| O=P(NCc1cn2ccccc2n1)(c1ccccc1)c1ccccc1 | i |
| O=S1(=O)CCC(Nc2nc(-c3cccnc3)nc3scc(-c4ccccc4)c23)C1 (stereo not given) | i |
| COc1ccc(Cc2nnc3n2N=C(c2ccc4c(c2)-c2ccccc2C4)CS3)cc1OC | i |
| Clc1ccc(Cl)c(-c2ccc(C3=Nn4c(Cc5ccccc5)nnc4SC3)o2)c1 | i |
| CC1CCC(NC(=O)c2ccc(Br)o2)CC1 (stereo not given) | i |
| O=S(=O)(Nc1nc2ccccc2nc1N1CCCC1)c1ccc(F)c(F)c1 | i |
| NC1=C(c2nc3ccccc3s2)C(=O)CC1(c1nc2ccccc2s1)n1cnc2ccccc2c1=O (stereo not given) | i |
| Oc1c(Br)cc(Br)cc1/C=N/n1cnnc1 | i |
| Cc1noc(C)c1C(=O)OCC(=O)c1cc(C)n(-c2nccs2)c1C | i |
| CC(NC(=O)c1ccco1)C(=O)Nc1ccnn1C1CCCC1 (stereo not given) | i |
| COC(=O)C1=C(\N2CCOCC2)CCCC/C=C\1C(=O)OC | i |
| FC(F)n1c2ccccc2c2ccccc21 | i |
| CC(C)Sc1nc2ccccc2[nH]1 | i |
| CC(C)(C)NC(=O)CSc1ncnc2sc3c(c12)CCC3 | i |
| C=CCNC(=O)NC(=O)COC(=O)CC1CCCC1 | i |
| O=C(OCc1cc(=O)oc2cc3c(cc12)CCC3)c1cc2ccccc2oc1=O | i |
| Cc1cc(=O)n2nc(CSc3nnc(Cc4cccs4)n3C3CC3)sc2n1 | i |
| CCCCNC(=O)CN1C(=O)NC(CC(C)C)C1=O (stereo not given) | i |
| O=C(Nc1nncs1)C12CC3CC(CC(Cl)(C3)C1)C2 | i |
| Cn1cc(P(=O)(N2CCOCC2)N2CCOCC2)cc1P(=Nc1ccccc1)(N1CCOCC1)N1CCOCC1 | i |
| Cn1/c(=N/NC(=O)c2ccccc2F)sc2ccccc21 | i |
| CP(=O)(Nc1cc(Cl)ccc1Cl)c1nc2c(s1)CCCC2 (stereo not given) | i |
| CCC(C)[n+]1c(C)cc(C=C2Sc3ccccc3N2C)cc1C (stereo not given) | i |
| CCCCn1c(=O)[nH]c(=O)c2c1nc(CSc1nccn1C)n2C | i |
| Cc1nc(N2CCCC2C(N)=O)c2c3c(sc2n1)CCCCC3 (stereo not given) | i |
| O=C(CSc1nnc2n1CCCCC2)Nc1ccnn1C1CCCC1 | i |
| O=C(CC12CC3CC(CC(Br)(C3)C1)C2)Oc1ccc2c3c(c(=O)oc2c1)CCC3 | i |
| Oc1[nH]c2c(Br)cc(F)cc2c1N=NC(=S)NCC1CCCO1 (stereo not given) | i |
| CCOC(=O)/C=C1\NC(=O)C(C)S1 (stereo not given) | i |
| Clc1ccc(C2=Nn3c(nnc3C3CCCCC3)SC2)c(Cl)c1 | i |
| c1ccc(-n2c(SCc3nc4ccccc4o3)nnc2C2CC2)cc1 | i |
| C=CCn1c(C2COc3ccccc3O2)n[nH]c1=S (stereo not given) | i |
| CC(OC(=O)CN1C(=O)CNC1=O)C(=O)NC1CCCC1 (stereo not given) | i |
| C=CCn1c(SCC(N)=O)nnc1C1CCCCC1 | i |
| Nc1nc(SCc2nc3sc4c(c3c(=O)[nH]2)CCCC4)n[nH]1 | i |
| Clc1cc(CSc2nnnn2C2CCCC2)cc2c1OCCCO2 | i |
| COc1ccc(S(=O)(=O)N(C)C)cc1NS(=O)(=O)c1ccc(Cl)c(Cl)c1 | i |
| O=C1C=CC(=O)N1c1ccc(OC(F)(F)F)cc1 | i |
| CC(=O)N1CCCCNC1=S | i |
| Cn1c(=O)c2c(ncn2CC(=O)NC2CCCC2)n(C)c1=O | i |

Sorted by number of heavy atoms (smallest number first): part of the list above
| SMILES | PL biosyn Enam |
| --- | --- |
| CC(=O)N1CCCCNC1=S | i |
| Nc1nc(-c2cc(Cl)cc(Cl)c2OC(F)F)cs1 | i |
| Cn1c(=O)c2c(ncn2CC(=O)NC2CCCC2)n(C)c1=O | i |
| CCCCn1c(=O)[nH]c(=O)c2c1nc(COC(=O)CCC)n2CC | i |
| C=CCN(C(=O)C1CC(=O)N(C2CCCC2)C1)c1nc2c(s1)CCCC2 (stereo not given) | i |
| CC(C)(C)N1COc2ccc3c4c(oc3c2C1)C(=O)c1ccccc1C4=O | i |
